Compound activity as filed in PubChem.
TRb-SRC2 inh: inhibitors of human thyroid hormone receptor beta-SRC2 interaction. P10828. TRbeta-SRC2 peptide binding, fluorescence polarization; receptor liganded with 1 µM T3. Potency, µM (series often up to 106 µM), inactives show top-dose activity change, negative = inhibition, most hits filed as inhibitors. 0.065% of 280,000 active. AID 1469;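 further: plate controls were bound peptide for no effect and peptide without receptor for full effect; nearly all actives have a fitted effect of over 50% in size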
Target sequence (P10828 whole entry, looked up): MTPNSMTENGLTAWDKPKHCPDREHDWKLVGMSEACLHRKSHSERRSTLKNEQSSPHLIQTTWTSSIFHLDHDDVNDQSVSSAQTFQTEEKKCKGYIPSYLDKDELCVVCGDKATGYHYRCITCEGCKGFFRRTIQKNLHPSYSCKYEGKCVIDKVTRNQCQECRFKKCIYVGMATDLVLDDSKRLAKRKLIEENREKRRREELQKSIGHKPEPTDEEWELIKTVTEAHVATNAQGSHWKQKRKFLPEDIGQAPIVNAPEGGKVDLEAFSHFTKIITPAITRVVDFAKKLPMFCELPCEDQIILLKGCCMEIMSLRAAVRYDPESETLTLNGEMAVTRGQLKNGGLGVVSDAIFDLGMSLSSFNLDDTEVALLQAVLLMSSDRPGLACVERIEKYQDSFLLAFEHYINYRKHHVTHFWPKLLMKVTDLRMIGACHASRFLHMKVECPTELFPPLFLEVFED
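Quantitative HTS by FP: 0.6 uM TRb LBD, 20 nM labeled SRC2 20-mer, 1 uM T3, 5% DMSO; 5 hr ambient incubation; % activity per concentration and potencies from concentration series.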
GAA inh: inhibitors of human lysosomal alpha-glucosidase; P10253; purified human GAA, 4-MU-alpha-glucoside fluorescence; Potency, µM (highest dose often 76.9 µM), without a hit: at the top dose activity change, negative = inhibition, most hits filed as inhibitors; 0.005% of 200,000 active; AID 1466;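 further: plate controls were uninhibited enzyme wells for no effect and no-enzyme background for full effect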
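Human alpha-glucosidase, 4 nM, pre-mixed with test compounds before 400 uM 4-methylumbelliferyl substrate; 20 min room temperature at pH 5.0. Fluorescence read after pH 10 stop; AC50 values from Hill-equation fits.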
L3MBTL1 block: L3MBTL1 (human) inhibition; Q9Y468; AlphaScreen L3MBTL1–H3K9me1 peptide binding; Potency, µM (titrated, usually from 57.1 µM), without a hit: at the highest dose activity, negative = inhibition, actives largely listed as inhibitors; 0.66% of 230,000 active; AID 485360; further: nearly all actives have a fitted effect of over 60% in size
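L3MBTL1 50 nM + b-AHA-H3(1-15)K9me1 75 nM, 30 min RT; compound added, 30 min RT; streptavidin donor/Ni-chelate acceptor beads 10 ug/mL each final, 30 min RT dark; AlphaScreen read.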
GAA glycogen: alters human alpha-glucosidase cleavage of glycogen; recombinant GAA, glycogen substrate, Amplex Red glucose oxidase fluorescence; AID 2100; 0.38% of 300,000 active; Potency, µM (series often up to 76.4 µM), for inactives: top-dose activity change, negative = inhibition, hits mostly inhibitors;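 further: 0% = full enzyme reaction and -100% = no-enzyme basal signal; the screen sought inhibitors and activators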
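qHTS, 1536-well; enzyme 4 nM final; cpd up to 77 uM; substrate bovine liver glycogen 30 ug; 50 mM citrate/phosphate pH 5.0, 0.01% Tween-20; 37 C, 40 min; Amplex Red detection 45 min RT; Hill fit → AC50.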
RECQ1 inh: inhibitors of human RECQ1 DNA helicase; P46063; RECQ1 DNA unwinding, red fluorescence kinetic read; Potency, µM (highest dose often 57.3 µM), inactives show at the top dose activity, negative = inhibition, hits mostly inhibitors; 0.54% of 240,000 active; AID 2549;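 further: plate controls were vehicle for no effect and no enzyme for full effect; nearly all actives have a fitted effect of over 30% in size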
Target sequence (P46063 whole entry, looked up): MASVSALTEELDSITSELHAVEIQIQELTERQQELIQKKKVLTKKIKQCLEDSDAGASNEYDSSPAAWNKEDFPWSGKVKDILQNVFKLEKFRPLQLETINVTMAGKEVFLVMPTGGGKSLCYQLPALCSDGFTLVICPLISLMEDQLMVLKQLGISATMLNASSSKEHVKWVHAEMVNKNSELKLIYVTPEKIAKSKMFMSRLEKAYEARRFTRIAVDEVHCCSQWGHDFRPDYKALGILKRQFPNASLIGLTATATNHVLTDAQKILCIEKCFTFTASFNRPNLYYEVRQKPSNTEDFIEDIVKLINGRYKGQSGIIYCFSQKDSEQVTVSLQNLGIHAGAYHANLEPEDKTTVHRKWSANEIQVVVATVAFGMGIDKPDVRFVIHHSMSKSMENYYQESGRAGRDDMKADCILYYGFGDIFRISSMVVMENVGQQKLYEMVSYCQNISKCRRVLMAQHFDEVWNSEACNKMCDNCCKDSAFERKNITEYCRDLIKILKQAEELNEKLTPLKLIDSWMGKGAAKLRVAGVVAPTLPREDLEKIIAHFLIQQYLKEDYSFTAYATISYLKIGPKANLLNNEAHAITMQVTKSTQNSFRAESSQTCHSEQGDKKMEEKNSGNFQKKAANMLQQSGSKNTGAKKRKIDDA
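RECQ1T1 50 nM; forked duplex (20 bp + 30-nt ss tails) 200 nM, ATP 2 mM final; pH 8.0, 2 mM MgCl2, 2.5 ug/ml poly(dI-dC); 15 min compound preincubation; discontinuous kinetic read over 2 h at RT.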
aGlu spleen mod: lysosomal alpha-glucosidase (human) modulation. Potency, µM (series often up to 79.9 µM), for the others: top-dose activity change, negative = inhibition, most hits filed as inhibitors. human spleen homogenate, 4-MU-alpha-glucoside fluorescence. P10253. 0.006% of 240,000 active;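 further: 0% = enzyme with vehicle and -100% = no enzyme basal signal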
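Enzyme source: human spleen homogenate, 1 ug/well. Buffer 50 mM citric acid/K phosphate pH 5.0, 0.01% Tween-20. 4-MU-alpha-glucoside 1 mM; 37 C x 40 min; NaOH/glycine stop; fluorescence.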
RGS12 GoLoco inh: RGS12 GoLoco-Gai1 interaction inhibition; AID 880; Gai1:RGS12 GoLoco peptide FP, rhodamine, 10 min; P63096; 0.44% of 230,000 active; Potency, µM (top dose mostly 61.6 µM), for the others: top-dose activity, negative = inhibition, hits mostly inhibitors; active means well fitted inhibition curve with a large enough effect, not every such curve was filed as active; inactive means no such curve, though single readings can be large or run the other way; further: nearly all actives have a fitted effect of over 30% in size; many of its hits are not listed in these tables
TexasRed fluor: counter-screen for TRb-SRC2 inhibitors: fluorescence interference; TRb/SRC2 Texas Red total fluorescence interference; Potency, µM (doses to about 106 µM), for the others: top-dose fluorescence change, negative = quenching; 0.29% of 280,000 active; AID 1479; active means well fitted curve in either direction with a large enough effect; inconclusive means small, poorly fitted or top-dose-only effect
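Human TRb ligand-binding domain at 0.6 uM with 20 nM Texas Red SRC2 peptide in Tris buffer containing 1 uM T3 and 5% DMSO, incubated with compound 5 h at ambient temperature. Total fluorescence (555/632 nm) calculated as parallel + 2 × perpendicular.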
Numbers without * were called inactive; i = inactive; u = inconclusive; x = no result given; & = joins results of further samples; [ ] = another dose, or the depositor's remark. Unless noted, the call rests on the fitted dose curve; in most records, active means well fitted curve in the direction sought with a large enough effect; inconclusive means small, poorly fitted or top-dose-only effect, or another doubt; inactive means no such curve, though single readings can be large; an effect the other way counts as inactive or inconclusive. Unless noted, on the % scale 0 is the no-effect control and ±100 the full control effect; potency means the concentration at half of the fitted maximal effect. Only part of the results is shown, so the mix of outcomes need not match the whole.

Every second line gives: TRb-SRC2 inh	GAA inh	L3MBTL1 block	GAA glycogen	RECQ1 inh	aGlu spleen mod	RGS12 GoLoco inh	TexasRed fluor
O=C(CC1CCCC1)Nc1ccc2c(c1)CCC2
→ 0%	-3%	4%	0%	-5%	-5%	-2%	-3%
O=C(CNC(=O)c1ccccc1)N/N=C/c1cc(Br)ccc1O
→ 2%	2%	-5%	-5%	12%	-10%	11%	-2%
Nc1[nH][nH]c(=O)c1N=Nc1ccc2c(c1)OCO2
→ -4%	-3%	-19%	u	-2%	-2%	5%	-8%
COCCCNC(=O)CCn1c(=O)c2ccccc2n(CC(=O)NCCC2=CCCCC2)c1=O
→ -10%	4%	x	0%	-10%	0%	-13%	-5%
CCOC(=O)N1CCc2c(sc3c2c(=O)n(Cc2ccccc2)c(=O)n3Cc2ccccc2F)C1
→ -1%	-10%	-6%	-6%	-7%	5%	11%	-1%
N=C(c1ccc([N+](=O)[O-])cc1)N1CCCCCC1
→ -10%	7%	7%	-18%	i	9%	13%	-1%
COCCN=C1OC(=O)N2C(=O)C3=C4C(C[C@H]5C(=O)N(c6ccccc6)C(=O)[C@H]5[C@H]4[C@@]12Cc1ccccc1)[C@H]1C(=O)N(c2ccccc2)C(=O)[C@H]1[C@H]3C (stereo partly drawn)
→ 5%	x	x	x	-2%	-2%	11%	-3%
CCC(C(=O)Nc1sc(C(N)=O)c(C)c1C(=O)OC)c1ccccc1 (stereo not drawn)
→ -3%	-5%	x	0%	i	-1%	10%	-2%
CC(CN1CCOCC1)c1ccccc1 (stereo not drawn)
→ -2%	-8%	13%	2%	8%	-3%	-2%	-4%
CC(C)CNC(=O)COC(=O)CNC(=O)c1cc(Cl)cc([N+](=O)[O-])c1
→ 7%	1%	-4%	-5%	0%	-9%	5%	-5%
COc1ccc(CCn2c(-c3ccco3)nc3ccccc3c2=O)cc1OC
→ 3%	1%	-15%	-17%	-10%	-4%	7%	2%
COc1ccc(CC(=O)N2CCN(C(=O)c3ccco3)CC2)cc1
→ -17%	-10%	x	-2%	-21%	2%	6%	4%
O=C(Cc1ccc(-n2c(=O)[nH]c3ccsc3c2=O)cc1)NCc1cccnc1
→ -9%	0%	-1%	3%	-6%	-7%	8%	u
Cc1cc(C(=O)COC(=O)c2cccn2C)c(C)n1Cc1ccco1
→ -2%	-15%	-57%	-2%	u	-8%	13%	-2%
C#CCOCCOCCOCCNc1nc(N2CCN(C(=O)C([C@@H](C)CC)n3cc(C(N)Cc4ccc(O)cc4)nn3)CC2)nc(N2CCN(C(=O)[C@H](CCC(=O)O)n3cc(C(N)[C@H](C)CC)nn3)CC2)n1 (stereo partly drawn)
→ -4%	x	-2%	9%	-1%	-1%	4%	-3%
CCOC(=O)C1=C(C)NC(C)=C(C(=O)OCC)C1C(=O)OCC(=O)N1CCc2ccccc21
→ -1%	-12%	0%	-5%	-10%	3%	9%	-2%
CN(c1ccc(OCC(=O)OCC(=O)Nc2cccc([N+](=O)[O-])c2)cc1)S(=O)(=O)c1ccc(F)cc1
→ 7%	-15%	x	u	i	5%	-5%	3%
CC[C@H](C)[C@H](NC(N)=O)C(=O)Nc1ccc(NC(C)=O)cc1
→ 2%	-3%	7%	1%	i	6%	5%	1%
CCCc1cc(=O)[nH]c(/N=C(/NC(=O)C(C)N2C(=O)c3ccccc3C2=O)Nc2ccccc2)n1 (stereo not drawn)
→ 4%	-5%	2%	3%	u	-12%	-2%	-1%
COc1ccc(NC(=O)C(=O)N2N=C3CCCCC3C2(O)C(F)(F)F)cc1 (stereo not drawn)
→ 9%	5%	u	7%	-3%	5%	2%	0%
Cn1c(CCN2CCOCC2)nc2cc(NC(=O)COc3ccc(Cl)cc3)ccc21
→ -10%	-3%	-6%	3%	-9%	5%	-6%	-1%
Cc1c(NC(=O)Nc2cccs2)cccc1[N+](=O)[O-]
→ 0%	-4%	x	u	i	5%	-3%	0%
COc1cc(C(C)=O)ccc1Oc1ncnc2c1cnn2-c1cccc(Cl)c1
→ 1%	1%	-9%	0%	-1%	-13%	2%	-2%
CCCc1ncc(C[n+]2ccccc2C)c(N)n1
→ 1%	x	1%	x	-2%	-8%	-13%	0%
CCc1ccc(Nc2ncnc3nc[nH]c23)cc1
→ -6%	x	x	0%	-6%	-3%	14%	-1%
Fc1cccc(NC(=S)NCCc2ccccc2)c1
→ -8%	3%	6%	-6%	-5%	-5%	-26%	-2%
O=C(Nc1cccc(Cl)c1)Nc1cc(S(=O)(=O)N2CCCCC2)ccc1Cl
→ 1%	-12%	8%	-13%	-16%	-2%	x	-3%
CCc1c(C)nc(N)n2c(SCC(=O)N3CCN(c4ccccc4F)CC3)nnc12
→ 5%	7%	5%	-15%	-3%	5%	0%	1%
Cc1nc2ccc(S(=O)(=O)NCC(=O)N3CCCCC3)cc2s1
→ 2%	0%	5%	-14%	-9%	-3%	-1%	-1%
CCCCCCC1C(C#N)=C(N)OC2=C1C(=O)CCC2 (stereo not drawn)
→ -4%	0%	-6%	-16%	0%	5%	4%	-12%

Another view of some results above:
structure | TRb-SRC2 inh | GAA inh | L3MBTL1 block | GAA glycogen | RECQ1 inh | aGlu spleen mod | RGS12 GoLoco inh | TexasRed fluor
COCCCNC(=O)CCn1c(=O)c2ccccc2n(CC(=O)NCCC2=CCCCC2)c1=O | -10% | 4% | x | 0% | -10% | 0% | -13% | -5%
CCOC(=O)N1CCc2c(sc3c2c(=O)n(Cc2ccccc2)c(=O)n3Cc2ccccc2F)C1 | -1% | -10% | -6% | -6% | -7% | 5% | 11% | -1%

(cont.)
Every second line gives: TRb-SRC2 inh	GAA inh	L3MBTL1 block	GAA glycogen	RECQ1 inh	aGlu spleen mod	RGS12 GoLoco inh	TexasRed fluor
CC#CCN(CC#CC)S(=O)(=O)c1ccc(-n2cnnn2)c(OC)c1
→ 0%	-4%	-7%	3%	-6%	1%	1%	-4%
COc1ccc(OC)c(NC(=O)Cn2c(C)nc3ccccc3c2=O)c1
→ 0%	11%	19%	19%	6%	-1%	9%	-3%
O=C(NC(=O)c1c(F)cccc1F)O/N=C1\CCCc2occc21
→ -11%	x	x	9%	i	5%	0%	-2%
COc1ccc(OC2C(=O)N(c3cc(C)ccc3C)C2c2ccc(OC)c(OC)c2)cc1 (stereo not drawn)
→ 1%	-3%	12%	-1%	-13%	-3%	6%	0%
COc1cc(NC(=O)COC(=O)/C=C/c2ccccc2Cl)cc(OC)c1
→ 1%	2%	-3%	-3%	0%	-8%	-2%	2%
CCN(CC(=O)Nc1ccc2c(c1)OCCO2)Cc1cc(=O)oc2cc(C)c(C)cc12
→ -8%	4%	-5%	8%	i	-1%	12%	-6%
Cc1ccc2cccc(S(=O)(=O)n3nc(C)cc3C)c2n1
→ 12%	0%	3%	-7%	1%	-1%	-7%	1%
NCCCC[C@@H]1NC(=O)[C@H](CCC(=O)O)NC(=O)c2cc([N+](=O)[O-])cc(I)c2NCC[C@@H](C(N)=O)NC1=O
→ -4%	-1%	-3%	0%	i	-2%	4%	-1%
COC(=O)c1c(C)nc2c(c(SC)nn2-c2ccccc2)c1N
→ -7%	-8%	x	-15%	9%	15%	-58%	1%
O=C(NCc1cccnc1)c1ccc(CN2CCc3ccccc3C2)cc1
→ -6%	0%	-5%	8%	6%	-6%	3%	-5%
COc1ccc(C(=O)OCC(=O)Nc2ccc([N+](=O)[O-])cc2OC)c(O)c1
→ 0%	13%	-2%	-8%	25%	4%	6%	1%
COc1ccc(C(NC(=O)c2c(F)c(F)c(F)c(F)c2F)c2ccccc2)cc1 (stereo not drawn)
→ -6%	0%	11%	8%	-4%	-7%	4%	-1%
O=C(Nc1ccc(F)cc1F)c1ccc(COc2c(F)c(F)cc(F)c2F)o1
→ 0%	-3%	6%	-9%	i	-2%	1%	-6%
CC1=C(C#N)C(c2cccnc2)C2=C(N1)c1ccccc1C2=O (stereo not drawn)
→ -3%	11%	-10%	12%	i	-13%	9%	-4%
COc1ccc(C(=O)Nc2ccc(S(=O)(=O)N3CCCCC3C)cc2)c(OC)c1OC (stereo not drawn)
→ -6%	u	34%[activator]	-6%	i	-2%	19%	-5%
Cc1ccc(-n2cc(CN3CCNC(=O)CC3)c(-c3ccc(F)cc3)n2)cc1
→ -6%	x	-11%	6%	0%	0%	-4%	-2%
N#Cc1c(-c2ccc(C(F)(F)F)cc2)cc(-c2ccccc2)[nH]c1=S
→ -2%[53 µM]	-2%	0%	2%	1%	2%	1%	-1%[53 µM]
COc1ccc2[nH]cc(CCNC(=S)NC3CCCC3)c2c1
→ -4%	9%	-18%	-5%	-5%	-7%	8%	-1%
Cc1ccc(-c2noc(CSc3ccccc3)n2)cc1
→ 4%	-3%	x	2%	-2%	-4%	6%	0%
O=[N+]([O-])c1ccc(Cl)c(/C=N/Nc2nc(N3CCOCC3)nc(N3CCOCC3)n2)c1
→ -6%	-3%	x	-10%	8%	-3%	-8%	-5%
O=C(Nc1nnc(SCc2ccc(Cl)cc2)s1)c1ccco1
→ -5%	-4%	4%	6%	-8%	-3%	8%	0%
Cc1cc(C(=O)N2CCCC2C(=O)O)c(C)o1 (stereo not drawn)
→ 3%	-8%	1%	-15%	10%	-4%	-5%	-2%
CC1(O)CCC(C(C)(C)O)CC1 (stereo not drawn)
→ -5%&-6%&2%	x	x	x	8%&-5%&-7%	-3%&-3%&3%	4%	-10%&-3%&1%
O=C(NC(=S)NCCN1CCOCC1)c1ccc(Cl)cc1
→ -2%	3%	0%	10%	-11%	-12%	1%	-6%
COc1ccc(/C=C2\SC(=O)N(CC(=O)NNC(=O)c3ccccc3O)C2=O)cc1
→ 12%	4%	-5%	7%	2.8µM*	6%	-21%	-7%

Molecules shown so far that contain a cyano group (3):
Every second line gives: TRb-SRC2 inh	GAA inh	L3MBTL1 block	GAA glycogen	RECQ1 inh	aGlu spleen mod	RGS12 GoLoco inh	TexasRed fluor
CCCCCCC1C(C#N)=C(N)OC2=C1C(=O)CCC2 (stereo not drawn)
→ -4%	0%	-6%	-16%	0%	5%	4%	-12%
CC1=C(C#N)C(c2cccnc2)C2=C(N1)c1ccccc1C2=O (stereo not drawn)
→ -3%	11%	-10%	12%	i	-13%	9%	-4%
N#Cc1c(-c2ccc(C(F)(F)F)cc2)cc(-c2ccccc2)[nH]c1=S
→ -2%[53 µM]	-2%	0%	2%	1%	2%	1%	-1%[53 µM]
